Screening data as filed in PubChem.
ERK EGF inh: qHTS Assay for Inhibitors of the ERK Signaling Pathway using a Homogeneous Screening Assay; Stimulation with EGF. Potency, µM (series often up to 11.5 µM), for inactives: at the highest dose activity change, negative = inhibition, usual class: inhibitors. AID 1454, 2008. HEK293-V1b, EGF-stimulated phospho-ERK AlphaScreen. 130,000 compounds, 0.41% hits; active means well fitted inhibition curve with a large enough effect; inconclusive means small, poorly fitted or top-dose-only effect, or effect the other way;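 further: plate controls were stimulated vehicle wells for no effect and unstimulated vehicle basal for full effect; nearly all actives have a fitted effect of over 55% in size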
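Homogeneous cell-based phospho-ERK assay: HEK293/V1b cells in 1% FBS, compound 30 min then EGF 5 min, AlphaScreen luminescence. Activity normalized between DMSO and 25 nM EGF controls; AC50 from Hill modelling.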
Active calls of the source: *; [ ] = dose if it differs, or a comment. Potency means the concentration at half of the fitted maximal effect. Some of the compounds tested; the hit share may differ from the screen's.

The opening 3 entries, to show the layout:
Cc1ccc(O)c(C(CC(=O)N2CCCC2)c2ccccc2)c1 (stereo not drawn) was read as ERK EGF inh -2.7%.
For O=C(O)CCC(=O)N1c2ccccc2NC2=C(C(=O)CC(c3ccc(F)cc3)C2)C1c1ccc([N+](=O)[O-])o1 (stereo not drawn) the results were ERK EGF inh 8.9%.
For COC(=O)C(C(=O)OC)c1ccc(N)cc1 the results were ERK EGF inh -2.3%.

The whole of this part, from the first entry:
Cc1ccc(O)c(C(CC(=O)N2CCCC2)c2ccccc2)c1 (stereo not drawn) was read as ERK EGF inh -2.7%.
For O=C(O)CCC(=O)N1c2ccccc2NC2=C(C(=O)CC(c3ccc(F)cc3)C2)C1c1ccc([N+](=O)[O-])o1 (stereo not drawn) the results were ERK EGF inh 8.9%.
For COC(=O)C(C(=O)OC)c1ccc(N)cc1 the results were ERK EGF inh -2.3%.
For O=[N+]([O-])c1c(Nc2ccc(O)cc2)cc(N2CCOCC2)c2nonc12 the results were ERK EGF inh -1.0%.
For CCc1ccc(NC(=O)COC(=O)/C=C/c2c(C)nn(C3CCS(=O)(=O)C3)c2Cl)cc1 (stereo not drawn) the results were ERK EGF inh 4.2%.
`C[C@H](NC(=O)c1nc[nH]c1C(=O)N1CCc2ccccc2C1)C(=O)OCc1ccccc1` gave ERK EGF inh -2.4%[57.5 µM].
CC(=O)OCC1OC(n2cnc3c(Cl)nc(Cl)nc32)C(OC(C)=O)C1OC(C)=O (stereo not drawn) was read as ERK EGF inh 23.4%.
For CC(NC(=O)Nc1ccc([N+](=O)[O-])cc1)C(c1cccs1)N1CCCC1 (stereo not drawn) the results were ERK EGF inh -1.1%.
Screening COc1cc(OC)c(OC)cc1/C=C/c1cc(C(F)(F)F)[nH]c(=O)n1 returned ERK EGF inh -0.5%.
`CCN(CC(N)=O)S(=O)(=O)c1ccc(F)cc1` gave ERK EGF inh -6.2%.
`CN(CCCN1CCOCC1)Cc1cn(C)nc1-c1ccccc1F` gave ERK EGF inh -8.2%[57.5 µM].
Screening CC1CN=C(N(C(=O)Nc2ccccc2)C(C)c2ccccc2)S1 (stereo not drawn) returned ERK EGF inh -7.6%[57.5 µM].
Cc1ccc(OCC(=O)OC(C)CN(C)Cc2ccccc2)cc1 (stereo not drawn) was read as ERK EGF inh 3.2%.
C=CCN(C(=O)Nc1ccc2c(c1)nc(C)n2C)c1ccccc1 was read as ERK EGF inh -12.1%[57.5 µM].
CCOC(=O)c1cccc(NC(=O)Nc2ccc3c(c2)C(=O)OC3)c1 was read as ERK EGF inh -8.1%[57.5 µM].
`COc1ccc(C(=O)N2CCC3(CCCN(CC(C)C)C3)CC2)cc1` gave ERK EGF inh -4.7%.
Screening COc1ccc(C2c3ccc(O)cc3Oc3ncn(Cc4ccco4)c(=N)c32)cc1OC (stereo not drawn) returned ERK EGF inh 3.4%[57.5 µM].
For COc1ccccc1C(C)NCC(=O)NCC(=O)Nc1ccc(F)c(F)c1F (stereo not drawn) the results were ERK EGF inh -3.6%.
Cc1ccc(CNC(=O)c2ccccc2N(C)S(C)(=O)=O)cc1 was read as ERK EGF inh -4.2%.
`CCOC(=O)N/N=C/c1cn(CCCOc2ccccc2)c2ccccc12` gave ERK EGF inh -5.7%.
Screening CCC(C)c1ccc(NC(=S)Nc2ccc(OC)c(OC)c2)cc1 (stereo not drawn) returned ERK EGF inh -9.9%.
For O=C(CSCc1c(F)cccc1Cl)NCc1ccncc1 the results were ERK EGF inh -9.0%.
Screening Cc1cccc(-n2c(SCC(=O)N3CC(=O)Nc4ccccc43)nc3ccccc3c2=O)c1C returned ERK EGF inh 4.7%.
Nc1cccc(-n2nnnc2CN2CCOCC2)c1 was read as ERK EGF inh 11.8%.
Screening NNC(=O)COc1ccc(-c2n[nH]c(C(F)(F)F)c2-c2ccc(Br)cc2)c(O)c1 returned ERK EGF inh inconclusive.
For Cc1nccn1CC(O)Cn1c2ccccc2c2ccccc21 (stereo not drawn) the results were ERK EGF inh -33.0%.
O=C1OCC(c2ccccc2)=C1c1ccccc1[N+](=O)[O-] was read as ERK EGF inh 0.0%.
Screening Cc1ccc(SCCC(=O)N/N=C/c2ccncc2)cc1 returned ERK EGF inh 29.5%.
COc1ccc(Nc2ncnc3ccccc23)c(OC)c1 was read as ERK EGF inh inconclusive.
For O=C(Nc1ccccc1)OCCCc1ccccc1 the results were ERK EGF inh 4.4%.
CCc1ccc2c(c1)C1(SC(NC(C)=O)=NN1C(C)=O)C(=O)N2CC (stereo not drawn) was read as ERK EGF inh 1.7%.
Screening Cc1nnc(N/N=C\c2ccc(-c3ccccc3[N+](=O)[O-])o2)n1N returned ERK EGF inh 10.7%.
For CCCCc1nc2ccccc2c(NC(=O)CN2CCCC2)c1CCC the results were ERK EGF inh 11.6%.
Cc1cccc(N/N=C(\C#N)S(=O)(=O)C(C)(C)C)c1 was read as ERK EGF inh 3.0%.
For CC(=O)Nc1cccc(-n2nnc(SCC(=O)N(C)c3ccccc3)n2)c1 the results were ERK EGF inh 5.7%[57.5 µM].
O=c1/c(=C\c2ccc(O)cc2)sc2nc(-c3ccccc3)c(-c3ccccc3)n12 was read as ERK EGF inh -3.0%[57.5 µM].
For CCC(=O)NNc1nc2c(F)cccc2s1 the results were ERK EGF inh -8.8%.
Screening CCOP(=O)(OCC)C(NC(=O)Nc1cccc(Cl)c1)c1ccccc1 (stereo not drawn) returned ERK EGF inh -16.3%.
Screening COc1ccc(NC(=O)c2[nH]c(C)c(C(C)=O)c2C)cc1 returned ERK EGF inh 3.0%.
`CC(=O)N1CCC(=NNc2nc3ccccc3[nH]2)CC1` gave ERK EGF inh -10.3%.
`CCOC(CNC(=O)c1ccc(CNC(=O)c2ccc(OC)c(OC)c2)cc1)OCC` gave ERK EGF inh inconclusive.
`COC(=O)c1ccc(N2CCOCC2)c(NC(=O)Nc2cccc(OC)c2)c1` gave ERK EGF inh 9.6%.
Screening O=C(NC(=S)N1CCCCC1)c1cccs1 returned ERK EGF inh 3.2%.
Screening O=C1CCCCC1C(=O)c1ccccc1 (stereo not drawn) returned ERK EGF inh -7.8%[57.5 µM].
Screening O=C(c1c[nH]c(C(=O)N2CCN(c3ccccc3F)CC2)c1)c1cccc(Cl)c1Cl returned ERK EGF inh -9.1%.
For COC(=O)/C(=C\Nc1ccc(Cl)cc1Cl)NC(=O)c1ccc(OC)cc1 the results were ERK EGF inh -5.1%[57.5 µM].
CC(=O)Nc1ccccc1NC(=O)C/C(C)=N/NC(=O)C(=O)Nc1cccc(Cl)c1C was read as ERK EGF inh 6.0%.
CC(C)CNS(=O)(=O)c1ccc(OCC(=O)NCC2CCCO2)c(Cl)c1 (stereo not drawn) was read as ERK EGF inh 1.3%.
C=CCN1C2CCCC1CC(NC(=S)Nc1ccc(Cl)cc1)C2 (stereo not drawn) was read as ERK EGF inh -6.2%.
For C#CCCCC(=S)Nc1ccccc1 the results were ERK EGF inh -5.7%.
`C/C=C/c1ccc(OCCCCNCc2ccco2)c(OC)c1` gave ERK EGF inh 4.4%.
Screening Cc1[nH]c2c(C(=O)N3CCCC(CCC(=O)NCc4ccccc4F)C3)cccc2c1C (stereo not drawn) returned ERK EGF inh 0.6%.
Screening Cc1ccc(-c2nc(N)sc2C)cc1 returned ERK EGF inh 5.8%.
CCc1cccc2c1NC1(CCCC1)CC2C (stereo not drawn) was read as ERK EGF inh inconclusive.
`O=C(COC(=O)c1cccc(S(=O)(=O)NCc2ccccc2)c1)NCC1CCCO1` (stereo not drawn) gave ERK EGF inh 5.1%.
COc1ccc2ccccc2c1CNC(=O)CC1C(=O)NCCN1CC(C)C (stereo not drawn) was read as ERK EGF inh -13.2%[57.5 µM].
`N=c1ccn2c(n1)OC1C(O)C(CO)OC12` (stereo not drawn) gave ERK EGF inh 34.7%.
CCCCn1c(=O)nc2n(-c3ccccc3C)c3ccccc3cc-2c1=O was read as ERK EGF inh -0.4%.
Screening Cc1cc(C)c(S(=O)(=O)Nn2cnnc2)c(C)c1 returned ERK EGF inh 5.4%.
CC1=C(C)C(=O)C(N2CCOCC2)=CC1=O was read as ERK EGF inh 5.6%.
For CCCCN(C)C1CCN(C(=S)Nc2cccc(SC)c2)CC1 the results were ERK EGF inh -20.4%.
`Cc1cc([N+](=O)[O-])nn1CC(=O)Nc1ccccn1` gave ERK EGF inh 7.3%.
`Fc1cccc(Nc2nc(Cl)nc(Cl)n2)c1` gave ERK EGF inh -3.0%.
`O=S(=O)(c1ccccc1)n1c(C(O)c2ccccn2)cc2ccccc21` (stereo not drawn) gave ERK EGF inh -6.2%.
For Fc1ccccc1NC(=S)N1CCN(C/C=C/c2ccccc2)CC1 the results were ERK EGF inh -2.2%.
For O=[N+]([O-])/C=C/c1cn(Cc2ccc(Cl)cc2)c2ccccc12 the results were ERK EGF inh 11.5%.
CC(CC(=O)NC(C)c1ccc2c(c1)OCCO2)c1ccccc1 (stereo not drawn) was read as ERK EGF inh -6.2%.
For CCC1CSC(Nc2ccc(C(=O)/C=C/c3ccc(Br)cc3)cc2)=N1 (stereo not drawn) the results were ERK EGF inh 12.3%.
`CCc1nnc(NC(=O)C2CC(=O)N(c3ccc4c(c3)OCCO4)C2)s1` (stereo not drawn) gave ERK EGF inh 0.2%.
For O=C(COC(=O)c1ccccc1)Nc1ccc(Cl)cn1 the results were ERK EGF inh -2.4%[57.5 µM].
Cc1ccc(NC(=O)c2ccc(NCC3CCCO3)c([N+](=O)[O-])c2)cc1Cl (stereo not drawn) was read as ERK EGF inh inconclusive.
Screening O=C(N/N=C/c1ccc([N+](=O)[O-])o1)c1ccncc1 returned ERK EGF inh 7.5%[57.5 µM].
For O=c1c2c3c(sc2nc2n1CCC2)CCCC3 the results were ERK EGF inh -3.8%[57.5 µM].
`O=C(Nc1ccc(CN2CCOCC2)cc1)c1ccc(N2CCCC2)c([N+](=O)[O-])c1` gave ERK EGF inh -10.6%.
Fc1ccc(NC(=S)N2CCCC2)cc1Cl was read as ERK EGF inh 1.9%.
For OCCC1CN(CC#Cc2ccccc2)CCN1C1CCCC1 (stereo not drawn) the results were ERK EGF inh 4.8%.
For CCN(CC)S(=O)(=O)c1ccc(N2CCOCC2)c(NC(=O)Cc2ccccc2F)c1 the results were ERK EGF inh 6.4%.
For Cc1ccc(NS(=O)(=O)c2cccs2)cc1S(=O)(=O)N1CCCCCC1 the results were ERK EGF inh 3.6%.
`CN(C)c1c(N)c(=O)oc2ccccc12` gave ERK EGF inh -5.2%.
CC(=O)Nc1ccc(OCCC[n+]2cccc(C(=O)[O-])c2)cc1 was read as ERK EGF inh -1.4%.
`c1ccc2sc(N3CCCN(Cc4nc(-c5cnccn5)no4)CC3)nc2c1` gave ERK EGF inh 1.6%.
For CCOc1ccccc1NC(=O)CSc1nnc2ccc(-c3cccnc3)nn12 the results were ERK EGF inh -2.5%.
CCO[C@@H]1OC(C(=O)NCc2nc3ccccc3[nH]2)=C[C@H](c2csc3ccccc23)[C@H]1CCCO was read as ERK EGF inh -9.6%[57.5 µM].
`CCOC(=O)C1(CC2CC2)CCN(Cc2cn(C)c3ccccc23)CC1` gave ERK EGF inh 4.7%.
Cc1ccc(N2C(=O)c3ccccc3C2=O)cc1 was read as ERK EGF inh -5.8%[57.5 µM].
CCOC(=O)c1c(CSc2cccs2)n(C)c2cc(Br)c(O)c(CN(C)C)c12 was read as ERK EGF inh -5.8%.
For CC1(C)OC2CC3C4CC(F)C5=CC(=O)C=CC5(C)C4C(O)CC3(C)[C@]2(C(=O)CO)O1 (stereo partly drawn) the results were ERK EGF inh 16.4%.
CC1=CC(C)(C)NC(=S)N1c1ccc(C)cc1 was read as ERK EGF inh 0.1%.
Screening CN(C)C(=O)N1CCC(C(=O)N2CCCC(C(=O)c3ccc(C(C)(C)C)cc3)C2)CC1 (stereo not drawn) returned ERK EGF inh -1.0%[57.5 µM].
`Fc1ccc(CNCc2cccc(Br)c2)cc1` gave ERK EGF inh 7.8%.

7 entries picked at random from those above, as already listed:
For OCCC1CN(CC#Cc2ccccc2)CCN1C1CCCC1 (stereo not drawn) the results were ERK EGF inh 4.8%.
`Fc1ccc(CNCc2cccc(Br)c2)cc1` gave ERK EGF inh 7.8%.
CC1=CC(C)(C)NC(=S)N1c1ccc(C)cc1 was read as ERK EGF inh 0.1%.
For CCOc1ccccc1NC(=O)CSc1nnc2ccc(-c3cccnc3)nn12 the results were ERK EGF inh -2.5%.
CCOC(=O)c1c(CSc2cccs2)n(C)c2cc(Br)c(O)c(CN(C)C)c12 was read as ERK EGF inh -5.8%.
`c1ccc2sc(N3CCCN(Cc4nc(-c5cnccn5)no4)CC3)nc2c1` gave ERK EGF inh 1.6%.
`CN(C)c1c(N)c(=O)oc2ccccc12` gave ERK EGF inh -5.2%.

Next part:
Cc1ccc(NC(=S)N2CCC(O)CC2)c(C)c1 was read as ERK EGF inh -4.6%.
COC(=O)c1c(NC(=O)/C=C/c2ccc3c(c2)OCO3)sc(C)c1C was read as ERK EGF inh -3.0%.
Screening COC(c1ccccc1)c1nnc(CCC(=O)N(C)Cc2cccc(-n3cccn3)c2)o1 (stereo not drawn) returned ERK EGF inh -2.1%.
`Cc1cccc(C)c1N1CCN(S(=O)(=O)c2ccccc2)CC1` gave ERK EGF inh -5.7%.
Screening CCOC(=O)C(=CNc1ccc(NC2=NCC(C)S2)cc1)C(=O)OCC (stereo not drawn) returned ERK EGF inh 5.7%.
For CCC(C)OC(=O)C[N+](C)(C)CCOC1CC2CCC1(C)C2(C)C (stereo not drawn) the results were ERK EGF inh -0.1%.
`Cc1ccc([N+](=O)[O-])c(C(=O)N/N=C/c2cccs2)c1` gave ERK EGF inh 5.5%[57.5 µM].
Screening CCN(CC)C(=O)c1ccc(Cn2cc([N+](=O)[O-])cn2)o1 returned ERK EGF inh -4.9%.
CC(NC(=O)c1ccncc1)C(c1cccs1)N1CCOCC1 (stereo not drawn) was read as ERK EGF inh 4.7%.
Screening Cc1nnc2sc(SCC(=O)Nc3cccc(Cl)c3)nn2c1=O returned ERK EGF inh 3.9%.
